ROMK mod = modulates human ROMK potassium channel activity | P48048 | Tet-inducible ROMK, thallium flux fluorescence; actives lie on both sides | 2% of 130,000 active | B-score at 10 µM;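 active = signal ratio slope over the read window, or its plate-corrected B-score, at least 3 SD from the plate mean, either direction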;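 also: B-score of the F/F0 ratio slope over 7 to 12 s after thallium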
Target sequence (P48048 whole entry, looked up): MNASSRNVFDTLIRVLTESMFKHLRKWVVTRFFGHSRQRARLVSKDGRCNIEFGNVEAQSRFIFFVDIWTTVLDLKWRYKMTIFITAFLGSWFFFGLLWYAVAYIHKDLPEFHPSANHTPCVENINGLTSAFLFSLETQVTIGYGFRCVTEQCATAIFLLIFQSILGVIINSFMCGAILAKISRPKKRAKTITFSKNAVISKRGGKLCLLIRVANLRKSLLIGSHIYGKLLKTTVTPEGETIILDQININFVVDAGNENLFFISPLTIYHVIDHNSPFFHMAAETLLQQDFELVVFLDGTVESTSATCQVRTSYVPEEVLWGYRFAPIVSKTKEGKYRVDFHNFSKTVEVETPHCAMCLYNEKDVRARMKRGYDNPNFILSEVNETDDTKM
STAT3 act = STAT3 signaling activation; U3A cells, IL-6 STAT3-luciferase reporter, luminescence; 100% = signal with IL-6 EC80 alone; activation (% of control), % at 5.6 µM; 0.91% of 190,000 active; AID 871;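 active = activation above the screen-wide mean of compound activation plus 3 SD, cut at about 130% in these data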;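 also: 0% = background luminescence of wells with medium and substrate only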
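Material: human STAT1-deficient U3A cells with stable STAT3-luciferase reporter / Probe or stimulus: IL-6 stimulus at 33 ng/mL final / Schedule: 1 h compound pre-exposure, 6 h IL-6 stimulation, 37 °C / Technique: luminescence / Read-out basis: percent of IL-6-only median luminescence / Control set: IL-6-only high control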
SRC2 TRFRET art = flags TR-FRET format artefacts in PPARgamma SRC-2 recruitment agonist screen | TR-FRET artefact counter-screen; hits give high values | TR-FRET ratio at 8 µM | 0.4% of 200,000 active | AID 1049; in the data active = TR-FRET ratio above about 2000; also: inactives centre near 1500
S1P3 antag = S1P3 (human) receptor antagonism; CHO S1P3 NFAT-BLA reporter, FRET fluorescence, antagonist mode; Q99500; inhibition, % at 4.98 µM; 0.27% of 170,000 active;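 active = inhibition above the plate cutoff, the mean inhibition of test wells on that plate plus 3 SD, cut at about 28% in these data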;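 also: cells challenged with S1P at its EC80 of 0.8 µM; blue over green emission ratio from cleaved BLA substrate after 4 h stimulation; 0% = S1P-stimulated wells and 100% = unstimulated DMSO-only wells; some compounds past the cut are filed as inactive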
Target sequence (Q99500 whole entry, looked up): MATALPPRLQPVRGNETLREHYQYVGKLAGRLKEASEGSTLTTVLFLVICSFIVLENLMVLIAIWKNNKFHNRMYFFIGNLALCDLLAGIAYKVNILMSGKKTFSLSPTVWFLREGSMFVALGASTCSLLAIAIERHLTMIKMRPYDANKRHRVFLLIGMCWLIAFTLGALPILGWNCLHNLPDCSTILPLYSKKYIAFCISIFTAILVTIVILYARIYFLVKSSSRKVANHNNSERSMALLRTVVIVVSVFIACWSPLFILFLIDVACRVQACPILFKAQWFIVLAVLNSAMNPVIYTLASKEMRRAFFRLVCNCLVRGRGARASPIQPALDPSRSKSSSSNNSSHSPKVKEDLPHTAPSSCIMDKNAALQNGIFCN
STAT1 inh = reduces IFN-gamma driven STAT1 reporter signal; NIH 3T3 STAT1-luciferase reporter, luminescence; inhibition, % at 5.5 µM; 0.35% of 200,000 active;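 active = inhibition above a set limit, the mean inhibition across all tested compounds plus 3 SD, cut at about 34% in these data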;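 also: 0% = IFN-gamma with DMSO and 100% = IFN-gamma with 300 µM nifuroxazide; values of inactives mirror those of a sister screen read the other way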
TLR4-MyD88 BLA = inhibitors of human TLR4-MyD88 binding. O00206+Q99836. HeLa CL3-4 TLR4/MyD88 BLA complementation, FRET ratio. inhibition, % at 8.4 µM. 0.18% of 200,000 active; in the data active = inhibition above about 25%;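 also: 0% = vehicle and 100% = reference inhibitor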
RAM network inh = yeast RAM network inhibition; 1.8% of 190,000 active; AID 868; S. cerevisiae dse1pr::URA3 reporter, 5-FOA growth OD615, 2 d; analog-sensitive cbk1-as2 kinase mutant strain; inhibition, % at 50 µM;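 active = inhibition above a set limit, 3 SD over mean compound inhibition, cut at about 8.4% in these data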;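 also: 0% = DMSO-only wells with no growth and 100% = 10 µM 1-NA-PP1 full growth; inhibition rescues growth on 5-FOA so higher OD means more RAM inhibition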
PPARg SRC2 recr = promotes SRC-2 coactivator recruitment by human PPARgamma. PPARgamma LBD-SRC-2 recruitment, biochemical. activation, % at 8 µM. 0.34% of 200,000 active. P37231; in the data active = activation above about 22%;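 also: 0% = vehicle and 100% = reference agonist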
PPARg SRC1 recr = agonists of human PPARgamma SRC-1 coactivator recruitment; P37231; PPARgamma-SRC-1 coactivator recruitment biochemical assay; activation, % at 8 µM; 0.41% of 200,000 active; in the data active = activation above about 19%;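 also: 0% = DMSO and 100% = reference agonist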
PPARg SRC3 recr = PPARgamma-driven SRC-3 recruitment agonism | biochemical PPARgamma/SRC-3 coactivator recruitment assay | 0.26% of 200,000 active | activation, % at 8 µM | P37231; in the data active = activation above about 23%;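 also: 0% = DMSO and 100% = reference agonist; some compounds past the cut are filed as inactive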
STAT3 inh = inhibitors of IL-6 induced STAT3 signaling. AID 862. U3A cells, IL-6 STAT3-luciferase reporter, luminescence; host cell line lacks STAT1. inhibition, % at 5.5 µM. 0.89% of 190,000 active;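 active = inhibition above the mean inhibition across all screened compounds plus 3 SD, cut at about 44% in these data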;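 also: 0% = DMSO only wells and 100% = 100 µM nifuroxazide control wells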
Active calls of the source: *; / = no result given.

SMILES	ROMK mod	STAT3 act	SRC2 TRFRET art	S1P3 antag	STAT1 inh	TLR4-MyD88 BLA	RAM network inh	PPARg SRC2 recr	PPARg SRC1 recr	PPARg SRC3 recr	STAT3 inh
COC(=O)c1ccc(Cl)c(NC(=O)CN(c2ccc(OC)cc2)S(=O)(=O)c2ccccc2)c1	/	95	1533	/	11	-2	/	15	6	3	16
O=[N+]([O-])c1ccccc1/C=N/Nc1nc(N2CCCC2)nc(N2CCCC2)n1	-0.0052	99	1350	0	-6	10	-0.4	-1	1	5	3
Cc1ccc(C(=O)N/C(=C/c2ccco2)C(=O)NCCc2c[nH]c3ccccc23)cc1C	0.64	134*	1473	/	1	-6	3.3	6	11	8	-30
Cc1cc(C)cc(OCC(=O)Nc2ccc3c(c2)OCO3)c1	0.16	83	1448	-6	-2	1	4.7	3	6	-1	22
CC(C)c1c(O)c2c(n(-c3ccccc3)c1=O)CCCC2	0.9	99	1617	0	3	-2	4.2	6	-2	9	0
O=C(CN1C(=O)c2cccc3cccc1c23)N1CCN(c2cccc(Cl)c2)CC1	/	95	1511	7	2	-8	3.1	4	0	1	10
CCCCNC(=O)Nc1ccccc1C(=O)Nc1ccc(OC)cc1	/	100	1516	/	0	-14	0.5	7	2	-4	1
Cn1c(Cn2c(=O)sc3ccccc32)nnc1SCC(=O)NCC1CCCO1 (stereo unspecified)	/	99	1497	-28	7	2	-0.1	0	0	-4	1
O=C(O)c1ccc(-c2nc(-c3cccc(C(F)(F)F)c3)cs2)cc1	3.1*	99	1653	-27	8	-7	2.2	14	3	5	10
COC(=O)c1ccc(C(=O)OC)c(NC(=O)COC(=O)C2CCCCC2)c1	-0.32	101	1612	/	-1	-8	4.0	3	3	10	0
CCCc1cc(=O)[nH]c(SCC(=O)NN(c2ccccc2)c2ccccc2)n1	1.3	103	1343	-5	-5	-3	2.7	-3	6	3	5
Clc1ccc2oc(-c3cccnc3)nc2c1	/	103	1607	/	-26	1	0.3	3	14	6	-1
O=C(CN1CCN(C(=O)c2ccco2)CC1)Nc1ccc(Cl)c(C(F)(F)F)c1	-1.7	103	1500	-20	7	2	-0.5	1	-6	0	0
CCOP(=O)(c1ccc(N(C)C)cc1)C(O)c1ccc(Cl)cc1 (stereo unspecified)	/	99	1478	6	-2	-10	0.1	1	-6	0	6
CC(=O)Nc1ccc(S(=O)(=O)Nc2ccc(S(=O)(=O)N3CCCC3)cc2)cc1	/	104	1402	/	0	8	1.2	-6	-4	2	0
COc1ccc(NC(=O)N(Cc2cc3cc(OC)ccc3[nH]c2=O)CC2CCCO2)cc1 (stereo unspecified)	-0.42	93	1485	10	-3	2	2.4	15	0	-1	9
COc1ccc(NC(=O)COC(=O)Cc2c(F)cccc2Cl)cc1OC	0.019	93	1614	-2	8	-6	1.2	0	6	6	12
Cc1ccc(Cn2ncc(Cl)c(Cl)c2=O)cc1	-0.56	102	1497	-8	11	6	0.8	3	10	1	-6
COc1cc(C2c3c(-c4cc(C)cc(C)c4O)n[nH]c3C(=O)N2CCCO)cc(OC)c1OC (stereo unspecified)	0.73	107	1488	-5	2	14	4.7	2	-7	0	-4
Cc1ccc(Cl)cc1N(CC(=O)N1CCCCCC1)S(C)(=O)=O	/	107	1410	/	-6	11	1.3	2	-5	-6	-5
O=C(Nc1ccc(Cl)cc1)N1CCN(c2ccc3nnc(-c4ccc(F)cc4)n3n2)CC1	/	91	1545	-8	12	9	1.6	5	0	-7	17
COc1ccc(NC(=O)c2sc(N)nc2-c2ccccc2)cc1	-1.1	97	1625	4	-4	-16	2.8	7	13	2	11
NCCCCCc1nnc(SC/C=C/c2ccccc2)o1	/	102	1509	-12	2	8	1.2	8	-5	3	2
O=C(COc1cccc(F)c1)Oc1ccc(C(=O)c2ccccc2)cc1	1.2	107	1488	9	7	-1	6.1	2	-1	4	-8
COc1ccccc1NC(=O)CSc1nnc(Cc2cc(=O)[nH]c(=O)[nH]2)n1-c1ccccc1	0.14	99	1650	-26	-5	19	4.1	3	4	12	4

(further entries)
SMILES	ROMK mod	STAT3 act	SRC2 TRFRET art	S1P3 antag	STAT1 inh	TLR4-MyD88 BLA	RAM network inh	PPARg SRC2 recr	PPARg SRC1 recr	PPARg SRC3 recr	STAT3 inh
Nn1c(SCC(=O)Nc2ccc3c(c2)OCO3)nnc1-c1ccc(Cl)cc1	/	107	1608	/	-1	-11	1.6	2	-9	3	-3
CCOc1ccc(Cc2nnc(SCC(N)=O)n2C)cc1	/	106	1453	/	-2	-7	1.3	-5	6	-4	-6
c1ccc2c(-c3csc(-c4ccncc4)n3)c[nH]c2c1	0.34	144*	1656	-1	-54	-3	-0.4	6	8	4	-49
Cc1onc(-c2ccccc2)c1C(=O)NC(=S)NNC(=O)c1ccccc1O	/	93	1732	18	12	13	5.0	17	6	1	10
Nc1cccc(-c2ccc(CO)o2)c1	-0.61	76	1536	2	2	-12	4.1	3	0	4	31
O=C1NC2(CCCc3ccccc32)C(=O)N1CCOc1ccc(Br)cc1 (stereo unspecified)	-0.8	105	1477	/	0	-5	2.7	-1	6	9	-2
COc1ccc(-c2ccc(CCC(=O)O)n2NC(=O)c2ccc(C(C)(C)C)cc2)cc1	0.29	102	1682	-11	-8	-8	5.4	5	4	4	10
COc1ccc(C2=NN3C(C2)c2ccccc2OC3c2cccs2)cc1 (stereo unspecified)	/	104	1618	-7	-10	2	0.1	-4	-9	2	-1
Cc1nc2ccccc2n1CC(=O)OCC(=O)NCCc1ccccc1	1.2	100	1374	/	-5	5	-0.3	2	-6	-5	6
Cc1ccc(S(=O)(=O)Nc2cc(C(F)(F)F)ccc2N2CCOCC2)cc1C	0.95	106	1486	-16	-2	70*	3.3	2	-3	0	-10
CCC(OC(=O)CC1Sc2ccccc2NC1=O)C(=O)NCC1CCCO1 (stereo unspecified)	0.33	103	1333	-46	5	-1	0.8	-1	-1	13	1
CCOC(=O)C1=C(CSc2nc(C)ccc2C#N)OC(N)=C(C#N)C1c1cccc(OC)c1OC (stereo unspecified)	-1.4	108	1506	50	14	-2	2.5	8	2	11	-7
CC1Cc2ccccc2N1C(=O)COC(=O)CCc1nc2ccccc2c(=O)[nH]1 (stereo unspecified)	-1	104	1292	-17	6	2	-0.8	-4	-10	5	3
Cc1cc(=O)[nH]c(N2CCN(Cc3ccccc3)CC2)n1	/	99	1573	-4	17	14	1.2	6	4	-1	5
O=C(NCc1ccccc1)NC1CCCCC1	/	108	1534	-14	-6	6	1.3	1	2	-3	-4
CC(C)CCN(C(=O)COc1ccc(C#N)cc1)c1c(N)n(Cc2ccccc2)c(=O)[nH]c1=O	-0.57	102	1545	3	-1	-10	5.9	-4	3	1	4
COc1ccc(C2C3(C#N)C(N)=NC(OC)(OC)C23C#N)cc1 (stereo unspecified)	0.075	105	1316	-23	-11	2	0.4	-6	-6	-2	-2
CCN(CC)CCCOc1ccc(Cl)c(Cl)c1	0.41	95	1612	5	3	-9	-0.2	6	1	6	9
COC(=O)c1ccccc1NC(=O)Nc1cnccn1	0.46	109	1324	-49	-8	-5	1.3	-7	-1	7	-7
Cc1cc(C)c(C(=O)COC(=O)CCNS(=O)(=O)c2c(Cl)cccc2Cl)cc1C	/	89	1700	11	-1	-7	10*	0	1	5	13
CCCn1nc2cc(C(=O)NCc3ccc(OC)cc3)ccc2c1OCC	0.09	87	1393	/	-4	-3	0.8	-4	-3	-6	21
CCN1CCN(Cc2cccc(Oc3ccccc3)c2)CC1	-1.4	89	1556	/	-6	-6	1.3	-9	-4	-3	13
CCOc1cc(/C=C2\CCCC(C(=O)C(F)(F)F)=C2O)ccc1O	-1.2	102	1599	-6	2	15	9.1*	0	3	-1	-5
COC(=O)c1ccc(COC(=O)c2ccc(CS(=O)(=O)c3ccc(C)cc3)cc2)cc1	-0.23	90	1503	/	0	7	2.2	5	4	1	9
COc1ccc(C2Nc3ccccc3C(=O)N2c2ccc(C)cc2)cc1Cn1nnc2ccccc21 (stereo unspecified)	/	116	1662	/	-17	4	5.8	3	-5	-8	-7

Taken from above:
Value for COC(=O)c1ccc(COC(=O)c2ccc(CS(=O)(=O)c3ccc(C)cc3)cc2)cc1 in PPARg SRC3 recr: 1
Value for Nn1c(SCC(=O)Nc2ccc3c(c2)OCO3)nnc1-c1ccc(Cl)cc1 in SRC2 TRFRET art: 1608
Value for CCC(OC(=O)CC1Sc2ccccc2NC1=O)C(=O)NCC1CCCO1 (stereo unspecified) in STAT3 inh: 1

More results
SMILES	ROMK mod	STAT3 act	SRC2 TRFRET art	S1P3 antag	STAT1 inh	TLR4-MyD88 BLA	RAM network inh	PPARg SRC2 recr	PPARg SRC1 recr	PPARg SRC3 recr	STAT3 inh
NCC12CC3CC(C1)CC(c1ccc(Cl)cc1)(C3)C2	-1.2	105	1633	-3	-13	-12	0.4	4	-1	3	4
Cc1ccc(OCCn2cc(C(=S)N3CCCC3)c3ccccc32)cc1C	/	95	2180*	/	-1	-6	4.4	2	16	9	12
C=CCn1c(O)c(N=NC(=S)Nc2ccccc2C)c2cc(S(=O)(=O)N3CCOCC3)ccc21	0.2	94	1674	11	6	-8	6.3	-5	-7	-2	11
Cc1nn(CC(=O)Nc2ccccn2)c(=O)c2ccccc12	0.27	101	1467	22	-2	8	-1.2	7	-2	-6	2
CCN(CC)S(=O)(=O)c1cccc(C(=O)N2CCCCC2)c1	0.028	105	1654	7	-3	3	2.5	14	1	0	-2
O=c1cc(CO)oc(CN2CCC(Cc3ccccc3)CC2)c1O	/	99	1485	15	1	2	1.0	-3	6	-4	11
O=C(COC(=O)c1ccccc1NC(=O)c1ccco1)NC1CC1	0.2	90	2060*	12	2	1	3.7	13	1	-3	18

Compound profiles, as listed above. Order of values: ROMK mod	STAT3 act	SRC2 TRFRET art	S1P3 antag	STAT1 inh	TLR4-MyD88 BLA	RAM network inh	PPARg SRC2 recr	PPARg SRC1 recr	PPARg SRC3 recr	STAT3 inh
C=CCn1c(O)c(N=NC(=S)Nc2ccccc2C)c2cc(S(=O)(=O)N3CCOCC3)ccc21 across the screens: 0.2	94	1674	11	6	-8	6.3	-5	-7	-2	11
Cc1nn(CC(=O)Nc2ccccn2)c(=O)c2ccccc12 across the screens: 0.27	101	1467	22	-2	8	-1.2	7	-2	-6	2
O=C(COC(=O)c1ccccc1NC(=O)c1ccco1)NC1CC1 across the screens: 0.2	90	2060*	12	2	1	3.7	13	1	-3	18
NCC12CC3CC(C1)CC(c1ccc(Cl)cc1)(C3)C2 across the screens: -1.2	105	1633	-3	-13	-12	0.4	4	-1	3	4

Screens: PubChem BioAssay, several laboratories
